hgDAF-12 ag = H. glycines DAF-12 receptor agonists, primary screen, cell-based, luminescence, HEK293, GAL4 fusion, UAS-luciferase | Nuclear hormone receptor DAF-12 (Heterodera glycines), GAL4 fusion | HEK293 GAL4-hgDAF12 UAS-luciferase reporter, agonist luminescence; normalized to butyrate control | activation, % at 6.8 µM | 1.8% of 370,000 active | AID 687014, 2013;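 active means activation above a cutoff set at the mean of all screened compounds plus 3 SD, cut at about 10% in these data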;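 further: 0% = DMSO wells and 100% = sodium butyrate wells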
FXN GAA850 act = FXN promoter activators, primary screen, cell-based, luciferase luminescence, HEK293 lucGAA850; HEK293 lucGAA850 FXN promoter luciferase reporter, 24 h; percent of 10 µM SAHA response; 0.56% of 360,000 active; AID 540364, 2011; activation, % at 6 µM;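 active means activation above the average of all compounds screened plus 3 SD, cutoff fixed separately per campaign, cut at about 7.5% in these data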;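 further: 0% = DMSO wells and 100% = 10 µM SAHA wells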
sPLA2-III inh = human group III sPLA2 inhibitors, primary screen, biochemical, QFRET, BODIPY PC-A2 liposome substrate; QFRET BODIPY PC-A2 liposome hydrolysis, fluorescence; 0.56% of 370,000 active; inhibition, % at 12.2 µM; AID 743126, 2013;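 active means inhibition above mean plus 3 SD of compounds lying within the high and low control bounds, cut at about 19% in these data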;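 further: 0% = median of test compound wells and 100% = no enzyme DMSO wells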
Target sequence (Q9NZ20 whole entry, looked up): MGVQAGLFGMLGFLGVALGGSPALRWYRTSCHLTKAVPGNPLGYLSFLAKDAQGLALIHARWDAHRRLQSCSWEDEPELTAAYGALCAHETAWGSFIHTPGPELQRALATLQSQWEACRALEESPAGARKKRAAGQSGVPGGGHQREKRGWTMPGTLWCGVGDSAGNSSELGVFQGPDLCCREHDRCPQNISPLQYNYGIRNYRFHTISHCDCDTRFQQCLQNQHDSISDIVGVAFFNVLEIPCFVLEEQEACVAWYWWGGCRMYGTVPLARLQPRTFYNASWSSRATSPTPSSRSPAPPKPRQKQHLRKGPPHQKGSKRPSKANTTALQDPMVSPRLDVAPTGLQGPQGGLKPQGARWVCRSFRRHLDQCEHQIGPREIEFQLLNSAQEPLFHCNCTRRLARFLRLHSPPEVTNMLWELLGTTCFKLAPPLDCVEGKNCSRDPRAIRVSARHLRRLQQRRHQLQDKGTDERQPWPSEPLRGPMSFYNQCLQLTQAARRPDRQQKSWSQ
GC-B act = human GC-B receptor activators, primary screen, HEK293 GC-B cells, cGMP TR-FRET, EC30 CNP. activation, % at 10 µM. AID 1920062, 2024. 0% at EC30 CNP, 100% saturating CNP. 0.11% of 370,000 active;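 active means activation at 10 µM reaching about 35% in either raw or pattern-adjusted values, limit read from the data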
DAX1 inh-1 = DAX1 (NR0B1) inhibitors, primary screen, cell-based, HEK293, Gal4-DAX1, luciferase luminescence; AID 504766, 2011; inhibition, % at 6.75 µM; HEK293 Gal4-DAX1 luciferase reporter; 0.99% of 340,000 active;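 active means inhibition above the mean over all tested compounds plus 3 SD, cut at about 4.2% in these data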;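 further: 0% = DAX1-transfected cells with DMSO and 100% = empty-vector control cells with DMSO; inhibition shows as a rise in luminescence from relieved DAX1 repression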
proKLK7 act = proKLK7 zymogen activators, primary screen, biochemical, fluorescence intensity | Kallikrein-7 (Homo sapiens), P49862 | purified proKLK7, EDANS-DABCYL substrate fluorescence; 100% is mature enzyme control, 0% vehicle | activation, % at 7 µM | 0.9% of 370,000 active;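 active means activation above the mean of all tested compounds plus 3 SD, computed per campaign excluding outliers beyond control limits, cut at about 13% in these data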
Target sequence (P49862 whole entry, looked up): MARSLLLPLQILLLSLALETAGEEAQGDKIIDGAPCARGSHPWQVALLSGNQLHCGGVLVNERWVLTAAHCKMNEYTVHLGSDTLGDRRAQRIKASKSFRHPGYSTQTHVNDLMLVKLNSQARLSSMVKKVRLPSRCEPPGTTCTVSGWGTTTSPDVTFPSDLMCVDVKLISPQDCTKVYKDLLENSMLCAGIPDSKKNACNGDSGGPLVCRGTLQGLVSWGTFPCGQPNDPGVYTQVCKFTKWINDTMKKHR
ssDAF12 agonist = S. stercoralis DAF-12 nuclear receptor activators, primary screen, cell-based, luminescence, HEK293, GRIP1 co-expression, lit1-tk-luc. AID 652126, 2013. 1% of 370,000 active. activation, % at 6.8 µM. HEK293 ssDAF-12/GRIP1 lit1-tk-luc reporter; % of 3 µM dafachronic acid response;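 active means activation above the mean over all tested compounds plus 3 SD, cut at about 0.9% in these data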;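 further: 0% = DMSO-only wells and 100% = 3 µM delta7-dafachronic acid wells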
SMARCA2 act = SMARCA2 (BRM) function activators, primary screen, cell-based, luminescence, high throughput | activation, % at 9.1 µM | 1% of 370,000 active | MG213 cells, MMTV-luciferase reporter, dexamethasone, overnight; in the data active means activation above about 7.8%;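 further: 0% = vehicle wells and 100% = reference activator wells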
DAX1 inh-2 = DAX1 (NR0B1) inhibitors on StAR promoter, primary screen, cell-based, luminescence, SF-1 (NR5A1), full-length DAX-1; HEK293T StAR-luciferase reporter, SF-1/DAX-1 repression relief; inhibition, % at 6.8 µM; 1.1% of 370,000 active; AID 652010, 2013;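 active means inhibition above the mean over all tested compounds plus 3 SD, cut at about 3.6% in these data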;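 further: 0% = DAX-1 cells with DMSO and 100% = cells lacking DAX-1 with DMSO; higher inhibition means more luminescence from relief of DAX-1 repression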
NPR1 activator = GC-A stimulated cGMP production enhancers – HEK293 GC-A cells, cGMP TR-FRET, EC30 ANP, primary screen. AID 1671463, 2021. Atrial natriuretic peptide receptor 1 (Homo sapiens), P16066. 0% at EC30 ANP, 100% saturating ANP. activation, % at 10 µM. 0.14% of 370,000 active; in the data active means activation above about 40%
hcDAF-12 act = H. contortus DAF-12 nuclear receptor activators, primary screen, cell-based, luminescence, HEK293, lit1-tk-luc reporter; HEK293 hcDAF-12 lit1-tk-luc reporter; 0% DMSO, 100% Δ7-dafachronic acid; 1.4% of 370,000 active; AID 652067, 2013; activation, % at 6.8 µM;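 active means activation above the mean of all tested compounds plus 3 SD, cut at about 5.5% in these data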;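 further: 100% = response to 3 µM Δ7-dafachronic acid high control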
Numbers without * were called inactive; x = not tested or not shown.

Molecule	hgDAF-12 ag	FXN GAA850 act	sPLA2-III inh	GC-B act	DAX1 inh-1	proKLK7 act	ssDAF12 agonist	SMARCA2 act	DAX1 inh-2	NPR1 activator	hcDAF-12 act
Cc1cc(O)c(C(=O)Nc2cccc(Cl)c2)c(=O)n1C	8.9	4.5	-2	-2	1.2	-0.2	-0.3	4	1.2	2	3.4
CN(CC(=O)NC1CCN(Cc2ccccc2)CC1)S(=O)(=O)c1ccc(Cl)cc1	0.0	0.3	1	-5	0.0	0.7	-1.4	-1	-0.2	-2	0.0
Cc1ccn2c(Nc3ccccc3C)c(-c3cccnc3)nc2c1	-3.5	-1.8	3	0	-1.2	0.9	-1.1	-3	-0.4	36	-1.4
CCCc1nn2c(=O)cc(O)nc2s1	2.4	0.9	3	2	-0.6	0.5	-0.8	-2	-0.3	1	-1.4
O=C1C2C3C=CC(CC3)C2C(=O)N1c1ccc(F)cc1 (configuration not stated)	2.3	0.9	-3	0	0.4	-0.6	-1.3	-2	0.6	-1	-1.1
Cc1ccc(C(C)C)c(OCCN2CCc3ccccc3C2)c1	-0.3	3.4	1	-11	0.0	0.9	-0.4	-2	0.0	-6	1.0
O=C(CCc1nc2ccccc2c(=O)[nH]1)NNC(=O)COc1ccccc1Cl	-2.5	0.4	9	2	1.1	-0.7	-1.4	-3	1.4	0	-1.6
CCn1nnc2cc(C(=O)Nc3cc(S(C)(=O)=O)ccc3Cl)ccc21	0.0	-0.3	2	2	-0.5	0.4	-0.9	1	0.6	0	0.3
COc1cc(CNc2ncc(-c3ccc(Br)cc3)n2C)cc(OC)c1OC	-3.5	-0.8	-1	3	-1.9	-0.2	-1.8	-2	-0.9	-2	-5.0
CCOC(=O)C1=C(C)N(CCCC(=O)O)C(=O)NC1c1ccccc1OS(=O)(=O)c1ccccc1[N+](=O)[O-] (configuration not stated)	-0.8	1.2	4	0	-0.7	1.3	-1.4	-1	0.0	2	1.3
CC1(C)CC(=O)C2=C(C1)N(CCN1CCOCC1)C1=C(C(=O)CC(C)(C)C1)C2c1ccc(Cl)c([N+](=O)[O-])c1	-1.6	1.0	2	-15	0.6	1.7	-1.1	2	-1.5	-36	1.6
S=C(Nc1ccc(CN2CCCCC2)cc1)Nc1cccc(Cl)c1Cl	2.3	-0.2	4	1	0.2	-0.5	-0.8	-2	0.6	0	-1.1
COc1ccc(NC2=C(C)C(=O)CC2)cc1	-0.1	0.4	3	-7	3.5	-0.1	0.2	-2	-0.2	-3	1.6
Cc1nc(NC(=O)C2CC3CCCC(C2)C3=O)sc1C (configuration not stated)	4.2	1.2	3	2	0.2	-0.2	-0.2	4	0.9	6	1.1
O=C(Cc1c(Cl)cccc1Cl)NCCc1ccc(Cl)cc1	2.2	-2.2	-3	-5	0.1	0.2	-1.6	1	0.0	-1	0.6
CC1(C)CC(=O)/C(=C(/O)CCCN2C(=O)c3ccccc3C2=O)C(=NC(C)(C)C)C1	4.1	0.3	11	-3	1.0	-0.2	-1.5	-1	1.4	-2	-1.3
COc1ccccc1C(=O)Nc1cc2cc(Cl)ccc2oc1=O	2.0	2.2	8	-2	0.0	-0.3	0.2	5	1.4	5	3.0
COc1ccc(C(C)(O)c2nc(-c3ccc(C)c(C)c3)cs2)cc1 (configuration not stated)	-1.7	0.8	-2	1	x	-0.2	-1.0	-4	-1.0	3	-0.5
CN(C)S(=O)(=O)N(CC(=O)N1CCC(Cc2ccccc2)CC1)c1ccccc1	-2.8	1.6	-7	5	-1.8	0.6	-1.8	-2	-0.7	-3	-1.6
CC1CCN(C(=O)C2CCN(S(=O)(=O)c3cccc4cccnc34)CC2)CC1	-0.2	0.5	2	-6	-0.3	-0.1	-0.8	-1	-0.8	-8	0.6
CCc1cc2c(nc1CC)CCCN2S(=O)(=O)c1ccc(C(F)(F)F)cc1	-0.6	x	-1	-2	x	0.6	-1.6	-4	-0.9	-1	-1.6
COC(=O)c1ccc(CSc2nc3ccccc3c(=O)n2CC(C)C)o1	0.2	4.5	3	6	-0.4	0.5	-1.5	1	0.9	3	-2.4
Cc1ccc(S(=O)(=O)N(CC(=O)N(C)C)c2cccc([N+](=O)[O-])c2)cc1	-3.5	0.4	2	3	1.4	0.4	-1.2	-2	0.1	0	-1.0
CCOc1ccc(Br)cc1S(=O)(=O)N1CCCC1	0.9	0.0	-1	-4	0.2	0.1	-1.4	2	0.2	-4	-1.4
CCCN1CN(CCc2ccccc2)CNC1=S	0.4	2.7	15	-5	-0.2	-0.7	-1.7	-1	0.1	3	-0.1

2 entries from above, with values under each structure:
Under each structure – hgDAF-12 ag | FXN GAA850 act | sPLA2-III inh | GC-B act | DAX1 inh-1 | proKLK7 act | ssDAF12 agonist | SMARCA2 act | DAX1 inh-2 | NPR1 activator | hcDAF-12 act
Cc1cc(O)c(C(=O)Nc2cccc(Cl)c2)c(=O)n1C
  8.9 | 4.5 | -2 | -2 | 1.2 | -0.2 | -0.3 | 4 | 1.2 | 2 | 3.4
CN(CC(=O)NC1CCN(Cc2ccccc2)CC1)S(=O)(=O)c1ccc(Cl)cc1
  0.0 | 0.3 | 1 | -5 | 0.0 | 0.7 | -1.4 | -1 | -0.2 | -2 | 0.0

(next part)
Molecule	hgDAF-12 ag	FXN GAA850 act	sPLA2-III inh	GC-B act	DAX1 inh-1	proKLK7 act	ssDAF12 agonist	SMARCA2 act	DAX1 inh-2	NPR1 activator	hcDAF-12 act
O=C(COc1ccc(Cl)cc1Cl)N/N=C1\CCCc2ccccc21	-1.6	0.6	2	2	-0.5	-0.2	-0.5	-2	-0.1	-2	-2.6
CCCC(=O)Nc1ccccc1NC(=O)CCC	-0.9	-0.8	3	1	0.4	0.4	-0.3	-2	0.4	-1	1.7
CC(C)(C)c1ccc(OCC(=O)NNC(=S)NC(=O)c2ccccc2[N+](=O)[O-])c(Br)c1	4.9	0.1	-3	2	-1.0	0.9	-0.6	-4	-0.5	-6	-0.8
C#CCNC(=O)C1=C[C@H](c2ccccc2)[C@@H](CCCO)[C@H](OCC)O1	-0.3	0.7	0	-1	-1.2	-0.3	-1.7	2	0.9	0	-0.3
CC(=O)c1ccc(OCCCC(=O)N2CCN(S(=O)(=O)c3ccc(C)cc3C)CC2)cc1	-0.5	0.7	-15	-4	0.5	0.3	-0.8	-2	-2.6	0	-0.2
O=C(/C=C/[C@H]1O[C@@H](n2cnc3c(NC(=O)c4ccccc4)ncnc32)[C@H](O)[C@@H]1O)NCc1cccc2ccccc12	-1.9	x	-14	0	x	0.1	-0.8	-1	-1.7	4	-0.2
Cc1nc2sc(C(c3ccccc3)N3CCN(C(=O)c4ccco4)CC3)c(O)n2n1 (configuration not stated)	-0.6	3.8	-4	4	-0.6	-0.6	-1.3	3	-0.5	-1	-1.2
O=C(COC(=O)CNC(=O)c1cccc([N+](=O)[O-])c1)Nc1cccc(S(=O)(=O)N2CCCCC2)c1	0.5	0.6	-5	-4	-0.5	0.0	-1.6	-2	-0.4	-1	-3.4
CCCCNC(=O)C1C(c2ccc(C(F)(F)F)cc2)=Nc2ccccc2N1C(=O)c1cccc2ccccc12 (configuration not stated)	4.7	x	-6	5	x	-0.3	0.5	-3	1.3	1	2.1
CCN(CC)S(=O)(=O)c1ccc(OC)c(NC(=O)CSc2cc(C)ccc2C)c1	-3.0	2.8	-29	3	-1.5	0.8	-0.8	-4	0.0	-5	-4.1
O=C(O)c1ccc(-c2ccc(Cl)cc2Cl)o1	-0.1	-0.6	-5	-8	2.2	-0.3	-1.1	0	0.5	-4	0.8
Cc1ccc(CN2CC(C(=O)Nc3ccc(C)c(S(=O)(=O)N4CCCCC4)c3)CC2=O)cc1 (configuration not stated)	-5.7	0.7	-29	4	-1.6	0.1	-1.6	-4	-3.3	-1	-2.7
COc1ccc(/C=C2\SC(=O)N(CCC(=O)NC3CCS(=O)(=O)C3)C2=O)cc1 (configuration not stated)	7.6	2.7	9	0	0.7	0.7	-0.5	-2	1.0	2	0.3
O=C1c2ccccc2C2(c3ccc(F)cc3)NCCN12 (configuration not stated)	-1.3	-0.3	4	3	1.4	-0.5	-1.3	-2	-0.6	-5	-1.0
Cc1occc1C(=O)NC(C)CCc1ccccc1 (configuration not stated)	0.5	-2.1	-2	-4	-1.1	-0.2	-0.5	0	0.1	3	-0.1
C=CCNCC(=O)N1N=C(c2ccc3ccccc3c2)CC1c1ccc(OC)cc1 (configuration not stated)	1.0	-1.3	-17	-6	-0.8	-0.6	-1.1	0	0.0	-7	-1.7
N#Cc1c(N2C(=O)c3ccc(C(=O)O)cc3C2=O)sc2c1CCCC2	0.1	0.5	0	6	1.4	0.2	-0.8	1	0.0	0	-1.6
CS(=O)(=O)c1ccc(S(=O)(=O)N2CCN(C(=O)C(O)c3ccccc3)CC2)cc1 (configuration not stated)	-0.2	x	4	1	x	-0.2	-0.3	-4	-0.5	5	-0.9
CC1=C(C)CS(=O)N(S(=O)(=O)c2ccccc2)C1 (configuration not stated)	-0.2	-1.4	6	20	-0.2	0.0	-0.9	1	-0.7	18	-0.1
CC(/C=N/NC(=O)c1ccc(Br)cc1)=C\c1ccccc1	-0.7	-0.9	1	-5	0.1	-1.2	-0.3	6	-0.5	-3	-0.2

Compound activity from PubChem BioAssay.
